High-throughput results deposited in PubChem BioAssay by several laboratories.
Mcl1 Bid PPI = disrupts binding of human Mcl-1 to Bid peptide; Q07820; TR-FRET Mcl-1/Bid-Dy647 peptide binding, 1536-well; inhibition, % at 21.7 µM; 0.97% of 220,000 active; AID 1021;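 active means compounds that cut the binding signal by more than half at the single screening dose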;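 further: His-tagged Mcl-1 with europium anti-His antibody binding Bid BH3 peptide; 0% = Mcl-1 plus peptide wells and 100% = peptide-only wells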
Target sequence (Q07820 whole entry, looked up): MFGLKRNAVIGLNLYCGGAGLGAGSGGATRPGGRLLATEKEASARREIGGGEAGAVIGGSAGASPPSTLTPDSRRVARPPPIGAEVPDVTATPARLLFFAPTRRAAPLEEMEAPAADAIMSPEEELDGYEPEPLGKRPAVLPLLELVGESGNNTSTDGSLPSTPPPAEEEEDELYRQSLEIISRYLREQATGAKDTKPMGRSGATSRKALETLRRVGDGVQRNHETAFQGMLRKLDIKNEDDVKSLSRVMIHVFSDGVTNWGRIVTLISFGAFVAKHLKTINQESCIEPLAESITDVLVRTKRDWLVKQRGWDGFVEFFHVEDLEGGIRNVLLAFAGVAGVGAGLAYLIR
Pf gametocyte = P. falciparum stage V gametocyte viability inhibition; inhibition, % at 10.9 µM; P. falciparum stage V gametocytes, ATP luminescence, 24 h; 0.065% of 150,000 active;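 active means inhibition above the mean plus 3 SD of compounds within the control limits, set per campaign, cut at about 38% in these data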;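 further: 0% = DMSO wells and 100% = medium only without gametocytes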
Rac1 mut GTP = human Rac1 activated mutant GTP binding change; P63000; 0.11% of 190,000 active; percent activity (GTP binding), % at 10 µM; GST-Rac1 activated beads, fluorescent GTP binding, flow cytometry; actives lie on both sides; 100% means binding = to untreated wells; AID 764;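 active means GTP binding at least 20 percentage points away from the 100% baseline, in either direction, so actives lie on both sides; inconclusive means Compound likely fluorescent itself, or too few beads counted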
GSH bead fluor = GSH bead compound fluorescence profile; 0.25% of 190,000 active; fluorescence (KMESF) at 10 µM; GSH beads flow cytometry, compound fluorescence 488/530 nm; active compounds read high; in the data active means fluorescence above about 89;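 further: glutathione beads carrying GST-tagged Bcl family fusion proteins plus one bare bead set; values are compound well signal with DMSO vehicle wells as background; inactives centre near 16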
HRas wt GTP = human HRas wildtype GTP binding, change in either direction; P01112; GST-Ras wt beads, Bodipy-FL-GTP binding, flow cytometry; actives lie on both sides; GTP binding activity, % at 10 µM; 0.14% of 190,000 active;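 active means GTP binding activity at least 20% away from the 100% baseline, either lowered as inhibitor or raised as activator; inconclusive means flagged as likely green fluorescent, judged across all proteins in the well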;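 further: 0% = unlabeled GTP competition control and 100% = no-compound control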
Target sequence (P01112 whole entry, looked up): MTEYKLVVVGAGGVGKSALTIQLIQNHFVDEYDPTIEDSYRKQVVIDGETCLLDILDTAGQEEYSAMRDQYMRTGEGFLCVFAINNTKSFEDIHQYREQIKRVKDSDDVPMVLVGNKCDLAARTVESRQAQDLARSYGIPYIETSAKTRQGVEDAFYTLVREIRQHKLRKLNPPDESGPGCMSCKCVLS
Rab7 wt GTP bind = modulators of GTP binding to dog Rab7 wildtype GTPase. GST-Rab7 beads, fluorescent GTP binding, flow cytometry; actives lie on both sides; untreated = 100%, excess cold GTP = 0%. GTP binding activity (percent of control), % at 10 µM. 0.055% of 190,000 active. AID 758;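 active means fluorescent GTP binding to Rab7 beads changed by at least 20 points from the 100% baseline, either direction, mostly lower; inconclusive means compound itself probably fluorescent, or too few beads counted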;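 further: median green fluorescence of bound Bodipy-FL-GTP per Rab7 bead population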
Rac1 wt GTP bind = alters GTP binding to wildtype human Rac1 | P63000 | GST-Rac1 beads, fluorescent GTP binding, flow cytometry; actives lie on both sides; 0 = cold GTP competed, 100 = untreated | GTP binding activity (% of control), % at 10 µM | 0.27% of 190,000 active | AID 757;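 active means GTP binding activity at least 20 points away from the 100% control level, either lower or higher; inconclusive means compound flagged as likely green fluorescent, judged across all proteins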
Avidin bead fluor = avidin bead compound fluorescence profile; Avidin beads, compound fluorescence 488/530 nm, flow cytometry; active compounds read high; fluorescence (KMESF) at 10 µM; 0.38% of 220,000 active; AID 1775; in the data active means fluorescence above about 47; further: inactives centre near 10
Cdc42 wt GTP = modulators (inhibitors or activators) of GTP binding to human Cdc42 wildtype | P60953 | GST-Cdc42 beads, Bodipy-GTP binding, flow cytometry; actives lie on both sides | percent activity (GTP binding), % at 10 µM | 0.2% of 190,000 active;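 active means percent activity GTP binding at least 20 points away from the 100% baseline, either down as inhibitor or up as activator; inconclusive means compound flagged as likely green fluorescent from well-wide comparison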;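 further: median bead fluorescence of bound Bodipy-FL-GTP at 100 nM; 0% = excess unlabeled GTP control and 100% = no compound control; below 100% means less GTP binding so inhibitor and above means activator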
Target sequence (P60953 whole entry, looked up): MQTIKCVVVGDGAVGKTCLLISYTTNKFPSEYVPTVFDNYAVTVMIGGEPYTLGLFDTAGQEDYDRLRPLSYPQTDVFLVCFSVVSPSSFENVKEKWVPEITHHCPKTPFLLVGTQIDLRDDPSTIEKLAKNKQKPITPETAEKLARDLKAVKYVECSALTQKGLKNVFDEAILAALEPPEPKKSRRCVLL
Rab2 wt GTP = changes GTP binding to wildtype dog Rab2A, up or down | P61105 | GST-Rab2 wt beads, Bodipy-GTP binding, flow cytometry | GTP binding activity, % at 10 µM | 0.19% of 190,000 active;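 active means GTP binding activity at least 20 points away from 100%, either lowered or raised; inconclusive means signal likely due to the compound's own green fluorescence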;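 further: 0% = beads with excess unlabeled GTP and 100% = no-compound control corrected for plate trend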
Mcl1-Noxa inh = disrupts binding of human Mcl-1 to Noxa peptide; Q07820; AID 1022; inhibition, % at 21.7 µM; TR-FRET Mcl-1/Noxa peptide binding, 2 h; 1.5% of 220,000 active;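 active means compounds that cut the protein-peptide binding signal by more than 50% relative to plate controls in a single-dose test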;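 further: His-tagged Mcl-1 with rhodamine Noxa BH3 peptide and terbium anti-His antibody; 0% = Mcl-1 plus Noxa peptide wells and 100% = peptide-only wells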
Starred values were filed as active, the others as inactive; ? = inconclusive; . = no result given.

SMILES	Mcl1 Bid PPI	Pf gametocyte	Rac1 mut GTP	GSH bead fluor	HRas wt GTP	Rab7 wt GTP bind	Rac1 wt GTP bind	Avidin bead fluor	Cdc42 wt GTP	Rab2 wt GTP	Mcl1-Noxa inh
COc1ccc(/C=N/S(=O)(=O)c2ccccc2)cc1OC	-21	-32	93	17	94	97	96	11	91	95	-1
Cc1cccc(NC(=O)c2ccc(S(=O)(=O)N(C)C)cc2)c1	5	.	101	21	104	104	109	7	104	102	4
CC(CCc1ccccc1)NC(=O)c1ccc2nc(N3CCOCC3)sc2c1 (centres undefined)	6	-39	100	11	100	102	103	11	104	99	10
COc1cc(N2CCCC2)ccc1C=O	-34	-8	95	13	96	97	98	11	98	95	2
COc1ccc(OCC(=O)NNC(=O)Cc2coc3cc(OC)ccc23)cc1	-22	.	99	13	97	96	103	12	103	97	27
COc1ccc(/C=C/C(=O)O)cc1S(=O)(=O)N1CCCc2ccccc21	-6	-7	96	13	100	97	99	7	96	98	13
CC(=O)N1CCN(C(=O)c2cc(C)nc3ccccc23)CC1	-46	5	94	15	95	97	95	9	93	96	10
CCC(=O)Nc1ccc(N2CCN(C(=O)c3ccccc3C)CC2)cc1	-31	.	93	32	98	94	97	15	97	96	20
COc1ccc(-n2ccc(=O)c3c2CCCC3=O)cc1	-4	.	93	38	96	95	94	7	95	94	5
CCOc1ccc(C(=O)N[C@H](C(=O)Nc2ccc(OC)c(S(=O)(=O)N3CCOCC3)c2)C(C)C)cc1	-22	1	93	15	94	93	92	9	93	93	2
COC(=O)CSc1nc2ccc(NC(C)=O)cc2s1	-25	.	101	14	102	96	105	27	104	99	6
COC(=O)c1ccc(NC(=O)CCS(=O)(=O)c2ccc(Br)s2)cc1	-25	5	98	23	99	101	103	23	102	100	24
CCN(CC)S(=O)(=O)c1cccc(NC(=O)c2ccc(SC)cc2OC)c1	-1	9	97	13	96	92	99	13	94	93	11
COc1ccc(N(C(=O)c2ccccc2OC(C)=O)C(C)C2CC2)cc1 (centres undefined)	-35	27	98	27	103	105	107	13	102	104	-6
Cc1cc2nc(-c3ccc(SCC(=O)Nc4ccc(S(=O)(=O)N5CCCC5)cc4)nc3)[nH]c2cc1C	-46	.	100	13	101	99	105	16	102	99	-145
COc1ccc(O)c(/C=N/Nc2nc(Nc3ccccc3)nc(-n3nc(C)cc3C)n2)c1	-25	-13	97	21	95	99	97	12	94	94	0
O=C(CNC(=O)c1cccs1)OCC(=O)c1ccc(Br)cc1	0	-10	?	13	?	?	?	5	?	?	-7
Cc1ccc(C(=O)N/C(=C/c2ccc(-c3cc(C(F)(F)F)ccc3Cl)o2)C(=O)NCc2cccnc2)cc1	-10	.	98	33	101	103	101	17	95	101	1
COc1ccccc1-n1c(SCC(=O)Nc2ccccc2F)nc2[nH]ncc2c1=O	-46	.	100	15	101	99	102	26	99	99	9
CC1CCc2nn(CC(=O)NCc3ccco3)cc2C1 (centres undefined)	-9	.	96	18	97	96	96	8	99	99	7
COc1ccc(C)cc1NC(=O)N1CCCc2ccccc21	-32	3	95	12	94	96	99	3	98	97	10
COC(=O)c1ccccc1NC(=O)CNC(=O)c1ccco1	-4	6	98	35	98	94	101	16	96	96	7
N#C/C(=C/c1ccc(-c2ccc(C(=O)O)c(Cl)c2)o1)C(=O)NCC1CCCO1 (centres undefined)	12	8	98	16	98	98	99	16	97	96	30
Cn1c(SCc2nc3ccccc3s2)nnc1-c1cccs1	-17	.	102	15	101	99	102	24	104	99	6
Oc1ccc(-c2csc(-c3c[nH]c4ccccc34)n2)c(O)c1	-61	-15	97	6	97	99	89	3	93	91	38
(further entries)
SMILES	Mcl1 Bid PPI	Pf gametocyte	Rac1 mut GTP	GSH bead fluor	HRas wt GTP	Rab7 wt GTP bind	Rac1 wt GTP bind	Avidin bead fluor	Cdc42 wt GTP	Rab2 wt GTP	Mcl1-Noxa inh
C=C(C)CNC(=S)NNC(=O)CCn1c2ccccc2c2ccccc21	-43	3	99	13	101	97	102	3	100	101	-29
COC(=O)N/N=C(\C)c1ccc(Br)cc1	-12	-10	98	31	99	99	100	12	97	100	7
CCOc1ccc(CCNC(=O)C2CCN(S(=O)(=O)N3CCOCC3)CC2)cc1OCC	-9	.	96	14	100	100	98	7	98	99	-4
O=C(COc1ccc(F)cc1)N(c1ccccn1)C1CCCCC1	-12	2	96	26	97	97	106	10	100	97	28
Cc1ccc(S(=O)(=O)Nc2cc(S(=O)(=O)N3CCCCC3)ccc2N2CCOCC2)cc1	-27	.	90	11	91	94	93	22	93	92	-6
Cc1cc(C)cc(NC(=O)c2cccc(NC(=O)C3C4CC5OC(=O)C3C5C4)c2)c1 (centres undefined)	7	.	95	35	98	100	99	9	98	99	12
CC#C[C@]1(O)CC[C@H]2[C@@H]3CCC4=CC(=O)CCC4=C3[C@@H](c3ccc(N(C)C)cc3)C[C@@]21C	-24	.	96	18	98	97	101	11	99	99	67*
CC(C)(C)N(Cc1ccccc1)C(=O)CCc1ccccc1	-8	4	90	16	91	92	95	10	94	96	19
CC(C)(C)c1nc(SCC(=O)Nc2ccc(N3CCOCC3)cc2)c2ccccc2n1	-27	-61	100	12	102	102	107	35	103	101	-18
Cc1cnc(CN(C)Cc2nc(Cc3cccc(C(F)(F)F)c3)no2)[nH]1	-38	-9	95	10	98	98	99	11	97	97	0
CCC(C)NC(=O)CN1C(=O)CC(C)(C)S(=O)(=O)c2ccccc21 (centres undefined)	4	.	101	22	102	103	106	6	104	102	-17
CCCCn1nc2cc(C(=O)NCc3ccc4c(c3)OCO4)ccc2c1OCC	-34	-19	97	55	101	103	102	8	101	101	24
O=C(CSc1nc(-c2ccccc2)cs1)Nc1ccccc1[N+](=O)[O-]	-4	.	100	10	99	101	102	23	101	99	-8
C#CCNC(=O)c1cccn1-c1ncc(C(F)(F)F)cc1Cl	7	14	99	20	96	99	103	8	101	101	20
CC(=O)Nc1ccc(/C(C)=N/NC(=O)C2CC2c2ccccc2)cc1 (centres undefined)	-27	9	100	8	98	102	101	5	100	95	6
COc1ccc(-c2cc(C(=O)N3CC4(C)CC3CC(C)(C)C4)no2)cc1OC (centres undefined)	13	.	99	14	102	102	103	34	103	102	-3
Fc1ccccc1Cc1noc(CN2CCCC(CN3CCOCC3)C2)n1 (centres undefined)	-30	-9	93	19	99	97	95	6	99	98	7
CCC1(C)CC(c2csc(N)n2)CCO1 (centres undefined)	-41	.	100	28	103	103	106	16	105	103	9
COc1ccc(C2(c3ccc(OC)cc3)NC(=O)N(Cn3nnc4ccccc4c3=O)C2=O)cc1	-4	.	100	8	101	104	103	3	101	102	1
N#C/C(=C\c1ccccc1)C(=O)Nc1cc(S(=O)(=O)N2CCOCC2)ccc1N1CCCC1	-9	.	95	21	98	99	100	13	95	96	13
CCn1c(/C=C/c2ccc([N+](=O)[O-])o2)nc2ccccc2c1=O	-12	.	95	13	98	98	95	36	97	95	12
Cc1ccc(-n2c(N)c(C(=O)NCc3cccnc3)sc2=S)cc1	-43	-14	99	26	102	102	101	23	102	100	-3
CCOC(=O)C1CCC(CNCc2ccccc2C)CC1 (centres undefined)	-16	.	98	16	96	94	101	11	97	96	16
COc1ccc(Cc2nnc(Nc3ccccc3OC)[nH]c2=O)cc1	-33	9	96	16	101	108	100	8	96	101	3
O=C(CSc1n[nH]c(=O)n1C1CC1)NCc1ccccc1Cl	-9	.	94	13	96	99	100	11	97	94	10
(next part)
SMILES	Mcl1 Bid PPI	Pf gametocyte	Rac1 mut GTP	GSH bead fluor	HRas wt GTP	Rab7 wt GTP bind	Rac1 wt GTP bind	Avidin bead fluor	Cdc42 wt GTP	Rab2 wt GTP	Mcl1-Noxa inh
O=C(O)c1ccc(NS(=O)(=O)c2ccc3c(c2)OCCCO3)cc1	1	-3	96	17	96	96	100	12	94	96	7
CCc1nnc(NC(=O)CSc2nnc(-c3ccoc3C)n2-c2ccc(C)cc2)s1	10	.	?	42	?	?	?	10	?	?	3
CCc1ccc(C(=O)NCc2cccs2)s1	3	.	97	12	100	100	101	8	104	101	50
CCNC(=O)NCCc1c[nH]c2ccc(Cl)cc12	-77	-24	94	8	100	99	98	13	98	100	13
N#Cc1c(N)nc2c3c(sc(=N)c2c1N)NC(=O)CC3c1ccccc1 (centres undefined)	-42	-9	?	12	?	?	?	34	?	?	-111
CCOC(=O)C(NC(=O)Nc1ccc(F)cc1F)(Oc1ccccc1)C(F)(F)F (centres undefined)	-17	15	102	11	99	100	106	14	104	98	-2
COc1ccc(NC(=S)N2CCN(Cc3cccc(F)c3)CC2)c(OC)c1	-41	-25	96	10	97	96	100	20	96	98	6
COc1ccc(C(=O)NC2CCN(C(=S)Nc3cc(C)ccc3C)CC2)cc1	-29	.	98	32	99	96	100	1	99	97	-20
O=C(CN1CCN(S(=O)(=O)c2ccc(Br)cc2)CC1)N/N=C/c1cc([N+](=O)[O-])ccc1Cl	6	1	96	11	99	92	101	9	102	98	-2
Cc1cc(COc2ccccc2O)on1	-28	.	97	46	100	98	109	12	105	99	12
Cn1nc(C(=O)N2CCN(S(=O)(=O)c3ccccc3)CC2)c2ccccc2c1=O	-62	.	98	6	99	101	99	16	98	98	7
CCN(CC)c1ccc(NC(=O)COC(=O)CSc2ccc(Br)cc2C)cc1	-8	7	93	19	95	97	101	4	96	95	36
Cc1cc(NC(=O)CCSc2nc(-c3ccco3)cc(C(F)(F)F)n2)no1	25	.	103	10	105	101	108	9	105	103	16
Cc1ccc(Oc2nc(-c3cccnc3)nc3ccccc23)c([N+](=O)[O-])n1	-17	27	?	16	?	?	?	12	?	?	10
O=C(O)c1ccc(N2C(=O)CC(SC(=Nc3ccccc3)Nc3ccccc3)C2=O)cc1 (centres undefined)	4	10	102	11	103	97	107	8	101	102	-4
COc1ccc(C(=O)N(CN2CCCC2=O)c2ccccc2OC)cc1OC	-13	.	97	5	99	98	103	8	101	99	1
Cc1[nH]c2ccc(-c3n[nH]c(=S)n3-c3ccccc3)cc2c1C	-45	.	97	12	100	95	102	13	97	97	37
COc1ccc(NC(=O)c2cc(OC)c(OC)c(OC)c2)cn1	-18	4	96	26	99	99	96	16	98	98	16
C#Cc1ccc([C@@H]2C=C(C(=O)NCc3ccccc3)O[C@H](OCc3ccc(CO)cc3)C2)cc1	1	.	95	21	94	93	96	5	97	94	-2
COc1c(F)c(F)c(C(=O)Nc2ccc(NC(=O)Cc3ccccc3)cc2)c(F)c1F	-13	-7	95	17	98	96	100	8	99	96	-8
CCOc1ccc(NC(=O)CSc2nc3ccccc3c(=O)n2CCCC(=O)N2CCCC2)cc1	-17	-11	93	30	97	95	94	10	96	95	.
Cc1[nH]nc(SCC(=O)NCC(C)C)c1[N+](=O)[O-]	-12	17	97	19	97	96	98	6	98	97	10
